Source: PubChem BioAssay (several laboratories)
Smad3 FoxH1 inh = inhibitors of human Smad3 transcription factor binding; P84022; TR-FRET Smad3/Dy647-FoxH1 peptide binding, europium anti-His; inhibition, % at 25 µM; actives 0.29% (n = 88,000); AID 630;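 active = compounds that reduce the energy-transfer binding signal between the protein and its labelled peptide by more than half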;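 also: 0% = Smad3 plus labelled peptide maximal FRET and 100% = peptide-only background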
Target sequence (P84022 whole entry, looked up): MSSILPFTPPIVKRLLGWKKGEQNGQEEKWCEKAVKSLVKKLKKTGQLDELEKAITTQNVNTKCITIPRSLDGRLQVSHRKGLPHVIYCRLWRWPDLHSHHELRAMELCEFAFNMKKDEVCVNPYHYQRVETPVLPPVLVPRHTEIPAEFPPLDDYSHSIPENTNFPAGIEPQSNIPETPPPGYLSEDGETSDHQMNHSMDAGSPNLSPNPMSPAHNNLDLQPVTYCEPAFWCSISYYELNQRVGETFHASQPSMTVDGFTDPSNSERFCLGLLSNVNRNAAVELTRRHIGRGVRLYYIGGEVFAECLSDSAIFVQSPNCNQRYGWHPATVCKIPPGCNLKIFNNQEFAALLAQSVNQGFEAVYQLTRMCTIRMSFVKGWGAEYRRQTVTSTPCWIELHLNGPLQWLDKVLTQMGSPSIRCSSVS
ERa SRC1 pot = ER-alpha (human) coactivator binding potentiation; coactivator binding (% of control), % at 25.6 µM; actives 1.3% (n = 86,000); TR-FRET ERalpha-LBD/SRC-Cy5 coactivator binding, 2 h; 100 = basal binding, no effect; in the data active = activity above about 200%;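 also: binding measured in presence of low estradiol as agonist stimulus; 0% = peptide alone without receptor and 100% = receptor with peptide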
Target sequence (P03372 whole entry, looked up, the tested form may be a part): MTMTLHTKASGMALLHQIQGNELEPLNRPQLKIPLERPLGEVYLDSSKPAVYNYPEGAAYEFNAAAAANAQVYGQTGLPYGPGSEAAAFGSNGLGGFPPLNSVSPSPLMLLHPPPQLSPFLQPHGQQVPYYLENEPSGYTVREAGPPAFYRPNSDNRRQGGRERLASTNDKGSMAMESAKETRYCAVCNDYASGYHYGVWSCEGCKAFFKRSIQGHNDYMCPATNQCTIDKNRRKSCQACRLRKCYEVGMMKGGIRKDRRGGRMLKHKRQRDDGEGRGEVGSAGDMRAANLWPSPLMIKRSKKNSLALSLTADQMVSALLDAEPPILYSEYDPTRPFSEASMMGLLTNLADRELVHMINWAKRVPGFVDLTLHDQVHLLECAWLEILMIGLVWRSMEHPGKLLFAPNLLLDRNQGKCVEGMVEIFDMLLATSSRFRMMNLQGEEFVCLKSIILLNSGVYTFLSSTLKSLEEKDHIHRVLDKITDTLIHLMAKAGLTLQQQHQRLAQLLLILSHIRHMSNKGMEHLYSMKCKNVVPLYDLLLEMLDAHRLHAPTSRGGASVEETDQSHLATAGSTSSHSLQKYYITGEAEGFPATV
ERa coact inh = blocks coactivator binding to human estrogen receptor alpha; P03372; TR-FRET ER-alpha LBD / SRC-1 peptide, estradiol-bound; inhibition, % at 25.6 µM; actives 1.7% (n = 86,000); in the data active = inhibition above about 50%;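 also: 0% = receptor plus peptide control and 100% = peptide only without receptor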
H69AR inhibit = growth inhibitors of human H69AR lung tumor cells. H69AR lung tumor viability, ATP luminescence, 72 h; stronger effect = lower value. viability, % at 10 µM. actives 6% (n = 85,000);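 active = viability at or below 40%; inactive = viability above 40%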;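 also: multidrug resistant small cell line overexpressing MRP-1 efflux transporter; 100% = mean luminescence of untreated control wells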
HUVEC prolif 384 = inhibitors of human endothelial cell proliferation | HUVEC proliferation, CellTiter-Glo luminescence, 72 h; stronger effect = lower value | viability, % at 10 µM (by protocol) | actives 1.1% (n = 86,000);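 active = viability at or below 30%; inactive = viability above 30%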;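 also: 100% = median luminescence of DMSO-only cell control wells on each plate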
MT1-MMP txn act = activates MT1-MMP transcription. HT1080 MT1-MMP promoter luciferase reporter, luminescence, overnight; stronger effect = higher value. activation factor at 10 µM. actives 0.16% (n = 86,000);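 active = activation factor of at least 2 for MT1-MMP transcription at 10 µM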
Lung fibro prol = blocks proliferation of human lung fibroblasts; LL 47 human lung fibroblast viability, ATP luminescence; stronger effect = lower value; viability, % at 10 µM; actives 1.1% (n = 85,000); AID 719;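 active = viability at or below 50% in the single dose screen; inactive = viability above 50%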;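 also: compound exposure lasted 72 h before the ATP readout; 100% = median luminescence of untreated cell-only wells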
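Material: human LL 47 lung fibroblast cells; quantity: 1,150 cells/well; medium: IMEM plus 15% FBS; doses: 0.1% DMSO in all compound wells; timing: overnight attachment after seeding, then 72 h compound exposure at 37 °C; detection: CellTiter-Glo luminescence; measure: % viability of median cell-only signal; controls: cell-only wells, no compound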
ERb SRC1 inh = ER-beta (human) coactivator binding inhibition; inhibition, % at 25.6 µM; actives 1.3% (n = 86,000); AID 633; TR-FRET ER-beta LBD / SRC1-Cy5 peptide binding; receptor agonist-loaded with 1 µM estradiol;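 active = compounds whose percent inhibition of the receptor-coactivator binding signal exceeds about 50% in the single-dose screen, limit read from the data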;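 also: 0% = receptor plus peptide wells without compound and 100% = peptide-only wells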
Mac1 fbg enh = CD11b/CD18-fibrinogen binding enhancement | P05107+P11215 | K562 CD11b/CD18 adhesion to fibrinogen, ATPlite luminescence | activation, % at 10 µM | actives 0.07% (n = 93,000) | AID 1499;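 active = 10 µM primary screen giving 50% or more activity, confirmed by 40% or more on retest at that dose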; also: strong numbers were not always called active
The depositor's hits bear a star; nt = not tested or not shown; [ ] = remark or other dose. This is a subset; count on the stated rates, not on these rows.

SMILES	Smad3 FoxH1 inh	ERa SRC1 pot	ERa coact inh	H69AR inhibit	HUVEC prolif 384	MT1-MMP txn act	Lung fibro prol	ERb SRC1 inh	Mac1 fbg enh
CCCCOc1ccc(C2(C(=O)O)CCCC2)cc1	11[fluorescence artefact?]	99	-9	104	108	1	102	-2	-2
COc1ccc(CCn2nnnc2C(c2ccccc2)N2CCN(C)CC2)cc1OC (centres undefined)	-1	127	-6	97	107	1	100	-1	0
O=C(O)CCC(=O)N1CCc2cc(S(=O)(=O)N(CCc3ccccc3)Cc3ccccc3)ccc21	-7	94	2	92	88	1.2	102	0[fluorescence artefact?]	11
Clc1ccc(OCc2nc(-c3ccccn3)n[nH]2)cc1	-10	102	29	2.2*	58	1	82	16	-2
COCCOC(=O)c1[nH]c2c(c1C)C(=O)C(C(=O)OC)C(C)C2 (centres undefined)	6	120	-10	81	96	1.4	105	-3	-1
CCc1nc(N2CCCCC2)c2oc3ccccc3c2n1	4	74	-4	77	92	0.9	87	-1	1
COc1ccccc1NC(=O)N1CCC(C(=O)c2ccc(F)cc2)CC1	8	112	-3	nt	103	1.1	98	3	-2
C[n+]1cccc(CNC(=O)/C=N/O)c1	-5	152	-16	92	90	1.3	97	-5	nt
COc1ccc(Nc2nc(N)nc(COc3ccc(OC)cc3)n2)cc1	-4	106	-3	81	84	1.2	89	-4	1
Cc1ccc2c(N)c(C)ccc2c1	13	102	-9	81	87	1.4	98	-10	4
CCOC(=O)C1CCCN(CCC(=O)Nc2ccc3c(c2)CCC3)C1 (centres undefined)	6	108	0[fluorescence artefact?]	78	94	1.2	101	-9[fluorescence artefact?]	2
O=C(CSc1ncccc1-c1nc2ccccc2[nH]1)N1CCCCC1	0	99	-2	76	92	1.2	105	-6[fluorescence artefact?]	-3
C1=C(CCNc2nnnn2-c2ccccc2)CCCC1	5	102	-29	95	90	1.2	105	-30	0
CCOC(=O)c1[nH]c(C)c(C(=O)Nc2cccc(Cl)c2C)c1C	-7	124	-1	15*	46	1.1	81	-8	-3
O=C(Nc1cccnc1)C1CCCN(S(=O)(=O)c2ccccc2)C1 (centres undefined)	1	99	-6	95	93	1.3	102	-2	2
O=C(NCCNC(=O)c1ccco1)c1cccc(F)c1	-3	108	-3	94	103	0.8	101	-5	1
CC1Cn2c(CCc3ccccc3)nnc2S1 (centres undefined)	-5	98	11	92	89	1.1	107	21	-1
O=C1OC(N2CCN(C(=O)c3ccco3)CC2)c2ccccc21 (centres undefined)	-3	110	-3	84	95	1.1	96	3	2
CCOC(=O)c1c(C)n(C)c2ccc(OC)c(NC(=O)CN3CCN(C(=O)c4ccco4)CC3)c12	5[fluorescence artefact?]	124[fluorescence artefact?]	-7	77	87	1.1	95	-5	0
CCOC(=O)CN1Cc2cccc(C(=O)O)c2C1=O	-1	102	15[fluorescence artefact?]	97	100	1.1	108	22[fluorescence artefact?]	-3
Clc1ccc(-n2ncc3c(NCc4ccc5c(c4)OCO5)ncnc32)cc1	8	116[fluorescence artefact?]	21[fluorescence artefact?]	7.9*	73	1.2	87	8	-4
COc1ccc(N2CCN(C(=O)CN(c3ccccc3)S(=O)(=O)c3ccc(OC)cc3)CC2)cc1	2	102	-4	85	79	1.2	97	-4	-3
COC(=O)c1ccccc1NC(=O)CSc1nnc(-c2cccnc2)n1C	-10	106[fluorescence artefact?]	31	93	101	1	105	25	nt
CC1CCC(C(=O)c2c(O)c3ccccc3oc2=O)CC1 (centres undefined)	3	89	12	57	13*	1	85	21	-4
CCOc1ccc(N(Cc2cc3cc(OC)ccc3[nH]c2=O)S(C)(=O)=O)cc1	5	89	-8	90	86	1.1	90	-11[fluorescence artefact?]	10

More results follow:
SMILES	Smad3 FoxH1 inh	ERa SRC1 pot	ERa coact inh	H69AR inhibit	HUVEC prolif 384	MT1-MMP txn act	Lung fibro prol	ERb SRC1 inh	Mac1 fbg enh
Cc1ccc(OCCCC(=O)Nc2nccs2)cc1	5	89	0	102	97	1.2	107	1	-2
O=c1c2c(nc3cc(-c4ccccc4)[nH]n13)CCC2	12	101	3	84	84	1.1	94	-10	-2
Cc1nc(COC(=O)c2ccc(S(=O)(=O)N3CCCC3)cc2)cs1	1	116[fluorescence artefact?]	-5	112	102	1.1	98	-7	0
COc1ccc(NC(=O)C2CCCN2S(=O)(=O)c2ccc3c(c2)CCC(=O)N3)cc1Cl (centres undefined)	-9	124	0	94	96	1	104	7	0
CC(C)OC(=O)CSc1nnc(Cc2ccccc2)n1Cc1ccco1	8	88	4	103	93	1.1	93	6	-3
CCOC(=O)c1oc2ccc(S(=O)(=O)n3nc(-c4ccc(C)cc4)cc3N)cc2c1C	0	107[fluorescence artefact?]	-3	41	86	nt	91	0	3
O=C1CC(SCc2nc3ccccc3[nH]2)C(=O)N1c1ccc(F)c(Cl)c1 (centres undefined)	-8	106	-2	95	106	1.1	99	15	-2
O=C(O)CSCC(=O)Nc1cccc(C(F)(F)F)c1	-1	111	3[fluorescence artefact?]	97	90	1	102	-1[fluorescence artefact?]	-2
CCOC(=O)c1ccc(NC(=O)N(CC)CC)cc1	15	160	-7	103	106	1.5	103	-10	-2
Cc1ccc(S(=O)(=O)NC(CC(=O)N2CCOCC2)c2ccco2)cc1 (centres undefined)	-5	129[fluorescence artefact?]	4	99	101	1.3	106	4[fluorescence artefact?]	4
CC(NC(=O)CN1C(=O)NC(Cc2ccccc2)(Cc2ccccc2)C1=O)C12CC3CC(CC(C3)C1)C2 (centres undefined)	8	92	-5	6.3*	74	1.2	89	-2	3
O=C(NCCCN1CCN(c2ccc(F)cc2)CC1)c1cccc(N2CCCC2=O)c1	1	114	6	85	96	1	114	1	-4
COc1cccc(C=Nc2cc(C)on2)c1O	3	105	-4	90	90	1	102	-12	-2
Cc1nc(NC(=O)C2CC2)sc1C(=O)N(C)C	2	113	-11	97	94	1.2	98	-1	nt
O=C1CCCC2=C1C(c1ccncc1)c1c(nc(SCc3ccccc3)[nH]c1=O)N2 (centres undefined)	-4	89	12[fluorescence artefact?]	99	77	1.1	107	13	-2
CCNC(=O)CC1C(=O)N(c2ccccc2)C(=O)N1CCc1ccc(OC)cc1 (centres undefined)	-13	162	-16[fluorescence artefact?]	80	98	1	98	-12	-4
CC(C)Oc1ccc(C2/C(=C(/O)c3ccc(F)cc3)C(=O)C(=O)N2CCCN(C)C)cc1 (centres undefined)	4	107[fluorescence artefact?]	-4	100	96	1	105	-6	nt
CC(C)=CCSc1nnc(CCNC(=O)OC(C)(C)C)o1	-15	121	2	99	96	1	94	0	6
Cc1ccc(Cl)cc1NC(=O)c1cnn2c1NC(c1ccco1)CC2C(F)(F)F (centres undefined)	11	82	-3	78	101	1.1	99	5	-2
CCc1ccccc1NC1c2ccccc2C(=O)N1c1cc(C)ccn1 (centres undefined)	11	143	-14	90	105	1.1	91	-5	nt
CCOC(=O)c1c(NC(C)=O)sc2c(O)c(Br)ccc12	17	83	-5	95	92	nt	100	3	-1
CCn1c(=N)c(C(=O)NCCCOC)cc2c(=O)n3cccc(C)c3nc21	6	110	-7	79	83	1.3	83	0[fluorescence artefact?]	-3
Cc1ccc2c(CN3CCCc4ccccc43)cc(=O)oc2c1C	15[fluorescence artefact?]	179[fluorescence artefact?]	-2[fluorescence artefact?]	71	88	1.2	89	13[fluorescence artefact?]	-1
COc1cccc2sc(Nc3nnc(-c4ccccc4Cl)o3)nc12	-2	84	10[fluorescence artefact?]	27*	2.4*	1.1	41*	7	-3
CN1C(=O)CSc2ccc(NC(=O)N3CCc4ccccc43)cc21	6	118	-2	52	69	1.2	95	-4	-2

Some of these compounds in order of the Mac1 fbg enh value, rising.
SMILES	Smad3 FoxH1 inh	ERa SRC1 pot	ERa coact inh	MT1-MMP txn act	ERb SRC1 inh	Mac1 fbg enh
CCn1c(=N)c(C(=O)NCCCOC)cc2c(=O)n3cccc(C)c3nc21	6	110	-7	1.3	0[fluorescence artefact?]	-3
Cc1ccc(Cl)cc1NC(=O)c1cnn2c1NC(c1ccco1)CC2C(F)(F)F (centres undefined)	11	82	-3	1.1	5	-2
Cc1ccc2c(CN3CCCc4ccccc43)cc(=O)oc2c1C	15[fluorescence artefact?]	179[fluorescence artefact?]	-2[fluorescence artefact?]	1.2	13[fluorescence artefact?]	-1
CCOC(=O)c1oc2ccc(S(=O)(=O)n3nc(-c4ccc(C)cc4)cc3N)cc2c1C	0	107[fluorescence artefact?]	-3	nt	0	3

The listing continues.
SMILES	Smad3 FoxH1 inh	ERa SRC1 pot	ERa coact inh	H69AR inhibit	HUVEC prolif 384	MT1-MMP txn act	Lung fibro prol	ERb SRC1 inh	Mac1 fbg enh
COc1cc(OC)cc(C(=O)N(CN2CCCC2=O)c2ccccc2OC)c1	-3	108	2	90	96	1.1	106	-2	nt
CCCc1cc(=O)[nH]c(SCC(=O)Nc2nonc2N)n1	-5	96	-4	102	93	1.1	103	23	0
COCCSc1ccccc1C(=O)NCc1ccc(S(N)(=O)=O)cc1	-2	151[fluorescence artefact?]	2	97	94	1.1	103	-13	-2
O=C(CSc1ncccn1)Nn1cnnc1	-3	119	-4	81	99	1.1	94	-3[fluorescence artefact?]	-3
C=CCn1c(SCc2cccnc2)nnc1-c1ccncc1	10	88[fluorescence artefact?]	3[fluorescence artefact?]	106	91	1	95	5	-1
CC(C)C[C@H](NC(=O)N1CCN(c2ccccc2)CC1)C(=O)O	-6	103	-9	92	91	1.1	104	0	-3
O=C(Nc1ccccc1)Nc1nnc(-c2ccccc2)o1	7	118	-3	63	88	1	102	-8[fluorescence artefact?]	nt
CCOC(=O)c1[nH]c(C)c(C(=O)NCCC2=CCCCC2)c1C	3	101	3	79	101	1.1	99	-5	-3
C=CCOc1ccc(C2C(C(=O)c3cccs3)=C(O)C(=O)N2c2nnc(C)s2)cc1 (centres undefined)	7[fluorescence artefact?]	77	-5	98	103	1.3	99	4	nt
Cn1c(C(O)c2ccc(Cl)cc2)nc(Cl)c1Cl (centres undefined)	5	118	3	103	100	1	nt	-2	-2
CC(=O)c1c(C)[nH]c(C(=O)N2CCN(c3cc(Cl)ccc3C)CC2)c1C	0	100	1	17*	51	1	55	-2	-1
Cc1ccc(C(=O)Nc2ccccc2C(=O)NC(C(=O)O)C(C)C)cc1 (centres undefined)	0	90	-5	94	93	1.3	102	-10	nt
O=C(c1c(F)cccc1F)N1CCN(c2ncccn2)CC1	-17	100	4	94	109	1	109	26	-3
COc1ccccc1OCCCCNCCO	1	96	-5	94	105	1.2	99	-3	-2
O=C1Nc2ccc(Br)cc2C1(O)Cc1ccccn1 (centres undefined)	7	79	22	105	84	1.2	105	34	nt
COCC(C)n1c(C)cc(C(=O)COC(=O)c2c(NC(C)=O)sc(C)c2C)c1C (centres undefined)	-24[fluorescence artefact?]	542*[fluorescence artefact?]	23[fluorescence artefact?]	3.2*	31	1.1	62	31[fluorescence artefact?]	3
COc1ccccc1Nc1nc(N)nc(CSc2nc(C)cc(C)n2)n1	1	121	-1	85	98	1.1	95	1	-1
Cc1csc(NC(=O)c2ccccc2C(=O)O)n1	11	96	0	94	88	1.1	105	1	3

By substructure: the compounds so far containing bromine (2)
SMILES	Smad3 FoxH1 inh	ERa SRC1 pot	ERa coact inh	H69AR inhibit	HUVEC prolif 384	MT1-MMP txn act	Lung fibro prol	ERb SRC1 inh	Mac1 fbg enh
CCOC(=O)c1c(NC(C)=O)sc2c(O)c(Br)ccc12	17	83	-5	95	92	nt	100	3	-1
O=C1Nc2ccc(Br)cc2C1(O)Cc1ccccn1 (centres undefined)	7	79	22	105	84	1.2	105	34	nt
